RmlC RmlD mix: mixture blocks RmlC and RmlD coupled enzyme activity. RmlC/RmlD coupled enzyme inhibition, 384-well mixture HTS. inhibition, % at 5.5 µM. hit rate 0.39% among 110,000; in the data active means inhibition above about 30%, passing the limit was not always enough; inconclusive means no clear call, values can overlap the other calls; further: strong numbers were not always called active
RT RNaseH block: blocks HIV-1 RNase H cleavage of RNA/DNA duplex. P04585. RT-RNase H RNA/DNA duplex cleavage, fluorescence. inhibition, % at 10 µM. hit rate 1.9% among 65,000. AID 565; in the data active means inhibition above about 50%
* marks the source's active call; other numbers are inactive results; ? = inconclusive; nt = not tested or not shown.

| SMILES | RT RNaseH block | RmlC RmlD mix |
| --- | --- | --- |
| Cc1cc(F)c(F)c(C(=O)N2CCOCC2)c1 | nt | -12 |
| Cc1cc(C)cc(NC(=S)NC2CC3CCCC(C2)N3Cc2cccs2)c1 (centres undefined) | nt | 4 |
| O=C1OC(Nc2ccc(Cl)cn2)c2ccccc21 (centres undefined) | nt | -17 |
| O=C(COC(=O)C1=Cc2ccccc2OC1)NC1CCCC1 | nt | -18 |
| CC(C)(C)C(=O)COC(=O)c1cc2ccccc2cc1O | nt | 5 |
| O=C(CN(C1CCCCC1)C1CCCCC1)N1CCc2ccccc2C1 | nt | 7 |
| COc1cc(C2C(C#N)=C(N)Oc3cc(N)ccc32)cc(OC)c1OC (centres undefined) | -5 | 9 |
| CN1CCN(C(=O)c2cn(C)c3ccc(S(=O)(=O)N(C)C4CCCCC4)cc3c2=O)CC1 | -10 | 3 |
| CCOc1nc(-c2ccccc2)ccc1-c1noc(-c2ccncc2)n1 | -6 | 7 |
| COc1ccc(CCNC(=O)CSCc2n[nH]c(=O)[nH]2)cc1OC | -5 | 4 |
| CCOC(=O)CCCNC(=O)COC(=O)c1ccc(O)cc1 | nt | ? |
| CC(=O)Nc1ccc(NC(=O)c2ccccc2F)cc1 | -8 | 3 |
| C=CCn1c(SCc2ccccc2)nnc1-c1cccnc1 | -13 | 9 |
| Cc1ccc(C)c(NS(=O)(=O)c2ccc(NC(=O)c3ccco3)cc2)c1 | -3 | 4 |
| O=C(Nc1ccc2c(c1)OCO2)c1cc2nc(C3CC3)cc(C(F)(F)F)n2n1 | nt | -5 |
| Cc1ccc(-c2nnn(CC(=O)N(c3ccccc3F)C(CC(C)C)C(=O)NCC3CCCO3)n2)cc1 (centres undefined) | nt | 4 |
| CN1CCN(C(=O)C2=C[C@H](c3ccc4c(c3)OCO4)C[C@H](OCCCCO)O2)CC1 | nt | -13 |
| Cc1cc(=O)[nH]c(Nc2ccc(C(=O)OC(C)C)cc2)n1 | -7 | 18 |
| O=C(C1CCC(CNc2c(N3CCCCC3)c(=O)c2=O)CC1)N1CCN(c2ccccn2)CC1 (centres undefined) | -9 | nt |
| CC(=O)NCCc1nc2ccccc2n1Cc1ccc(C)cc1 | nt | 3 |

Next part.
| SMILES | RT RNaseH block | RmlC RmlD mix |
| --- | --- | --- |
| CC(C)Nc1cc(N2CCCC2)ccc1[N+](=O)[O-] | nt | 0 |
| CCOc1ccccc1N(CC(=O)OC)S(=O)(=O)c1ccccc1 | -10 | -5 |
| COc1ccccc1NC(=O)c1ccc(Cl)c(S(=O)(=O)N2CCOCC2)c1 | -7 | -402 |
| O=C(NC1CCCCC1)c1cc2nc3c(c(C(F)(F)F)n2n1)CCCC3 | 14 | 5 |
| CCCOc1ccc(C(=O)NC(=S)Nc2nc(C)c(C(=O)N(C)C)s2)cc1 | nt | -8 |
| COc1ccccc1CNC(=O)c1ccccc1N | nt | 8 |
| Cc1cccc(C)c1NC(=O)CS(=O)CC(=O)Nc1ccc(F)cc1F (centres undefined) | nt | -26 |
| COc1ccc(OC)c(CCNC(=O)CC2Oc3ccc(C)cc3NC2=O)c1 (centres undefined) | 9 | 4 |
| COc1ccc(-c2cc(C(F)(F)F)nc(-n3cncn3)n2)cc1 | nt | -19 |
| Cc1ccc(C)c(NC(=O)CN(C)C(=O)CCN2C(=O)c3ccccc3C2=O)c1 | nt | 4 |
| CCCC1C2C(=O)N(c3ccccc3OCC)C(=O)C2ON1c1ccccc1 (centres undefined) | nt | 0 |
| COc1ccc(NC(=O)Cn2c(C)cc(=O)c3cccc(OC)c32)cc1 | 4 | -13 |
| O=C1CC(N2CCN(c3nc4ccccc4s3)CC2)C(=O)N1c1cccc(F)c1 (centres undefined) | nt | -1 |
| O=C(NCc1ccccn1)c1n[nH]c2ccccc12 | -2 | -11 |
| Cc1ccc(C)c(N(CC(=O)NC2CCCC2)C(=O)c2oc(C(C)(C)C)cc2C)c1 | nt | 5 |
| COc1ccc(C(=O)Cn2nnc(-c3ccccc3NC(=O)C3CCCCC3)n2)cc1 | nt | -7 |
| O=C(O)CC(C(=O)O)n1nc(-c2ccccc2)cc1-c1ccccc1 (centres undefined) | 0 | -13 |
| COC(=O)c1cn(NC(=O)c2cccnc2)c(=O)c2ccccc12 | -1 | 7 |
| CCC(C)NCC(O)COCc1ccc(Cl)cc1 (centres undefined) | -12 | 44 |
| CC1CCN(C(=O)Cn2cc(C(=O)c3ccco3)c3ccccc32)CC1 | -1 | 10 |

(continued)
| SMILES | RT RNaseH block | RmlC RmlD mix |
| --- | --- | --- |
| CC(C)(C)C1CCC2(CC1)C(Nc1cccc(C(F)(F)F)c1)=NC(=S)N2CC#N (centres undefined) | nt | -1 |
| COc1ccc(CN2CCC(C(=O)N3CCN(c4ccccc4F)CC3)CC2)cc1OC | 3 | 8 |
| Cc1ccc(/C(N)=N/OC(=O)CCC2CCCCC2)cc1 | nt | 9 |
| COc1cccc(C(NC(=O)c2ccccc2F)NC(=O)c2ccccc2F)c1 | nt | -9 |
| Cc1cccc(C(=O)OCC(=O)Nc2nccs2)c1 | nt | -32 |
| Cc1cc(C)cc(OCC(=O)N(Cc2cccs2)C2CCS(=O)(=O)C2)c1 (centres undefined) | 4 | 6 |
| O=C(COc1ccccc1)NNc1c2ccccc2nc2ccccc12 | nt | -5 |
| CNC(=O)c1nn(-c2ccccc2)ccc1=O | nt | 10 |
| COC(=O)c1ccccc1NC(=O)c1ccc(-c2ccccc2F)o1 | 5 | -52 |
| Cc1ccc(O)c(C(=O)c2cnc3c(c2)COc2ccc(C)cc2-3)c1 | nt | -13 |
| COc1cccc(NC(=O)CNC(C)CCC(C)C)c1 (centres undefined) | 8 | 6 |
| CCOC(=O)c1ccc(NS(C)(=O)=O)cc1 | nt | 7 |
| Cc1nn(C)c(C)c1CN(C)S(=O)(=O)c1ccc(F)cc1 | nt | 3 |
| Cn1nnnc1SCC(=O)N1CCN(c2ccc(Cl)cc2)CC1 | 4 | nt |
| Cc1ccc(C)n1-c1ccc2c(c1)COC2=O | -1 | -7 |
| Cc1cc(SCC(=O)N/N=C/c2ccc(O)c(O)c2)c(C)cc1Br | nt | 3 |
| CCOC(=O)/C(C#N)=C/c1ccc(OCC(=O)Nc2ccc(OC)cc2)c(OC)c1 | nt | 7 |
| CCOC(=O)c1ccc2c(c1)nc(C1CCN(S(=O)(=O)c3cccs3)CC1)n2CC | -8 | -19 |
| O=C(C1=C[C@@H](C2CC2)C[C@@H](OCc2ccc(CO)cc2)O1)N1CCN(Cc2ccc3c(c2)OCO3)CC1 | nt | 6 |
| O=C(c1cccc(S(=O)(=O)N2CCOCC2)c1)N1CCCCCC1 | -5 | 8 |

Continuation.
| SMILES | RT RNaseH block | RmlC RmlD mix |
| --- | --- | --- |
| Cc1c(NC(=O)c2cccc(S(=O)(=O)N3CCOCC3)c2)c(=O)n(-c2ccccc2)n1C | 0 | -7 |
| Cc1oc2c(c(=O)c1C)C(=O)CC(c1ccccc1)C2 (centres undefined) | -5 | 10 |
| CCOC(=O)[C@@]1(C#N)C(c2ccc(Cl)c(Cl)c2)[C@H](C(N)=O)N2C=C(C(C)=O)C=C[C@H]21 (some centres undefined) | nt | -6 |
| CC(=O)NCN1CCN(CNC(C)=O)CC1 | -3 | nt |
| CCOC(=O)c1c(C)[nH]c(C(=O)CN2C(=O)NC(CC)(c3ccccc3)C2=O)c1C (centres undefined) | 1 | 75 |
| N#CC1(c2ccccc2)CCC(=NO)CC1 (centres undefined) | 3 | 25 |
| Cc1cc(C)c(S(=O)(=O)N2CCOC2CNC(=O)C(=O)NCc2ccco2)c(C)c1 (centres undefined) | nt | -11 |
| COc1cccc(C2=NOC(C(=O)N3CCOCC3)C2)c1 (centres undefined) | 1 | -15 |
| COc1ccc(OC)c(N2C(=O)[C@@H]3C(c4ccccc4Cl)=NO[C@@H]3C2=O)c1 | 19 | 7 |
| Cc1cc(Nc2ccc(F)cc2C)n2nc(C)nc2n1 | -5 | -10 |
| CCOc1ccc2nc(NC(=O)CN3CCC(n4nnc5cc(C(F)(F)F)ccc54)CC3)sc2c1 | nt | -9 |
| COc1ccccc1NS(=O)(=O)c1ccc(OC)c(OC)c1 | -15 | nt |
| COc1ccccc1N1CCN(C/C=C/c2ccc(N(C)C)cc2)CC1 | 30 | 29 |
| O=C(/C(=C/c1ccccc1)c1ccccc1)N1CCCCC1 | nt | -12 |
| Cn1c(-c2ccc(F)cc2)cnc1NCc1ccc(C#N)cc1 | 2 | 25 |
| CC(NO)C(C)(C)NO (centres undefined) | -4 | -14 |
| COc1cccc(C(=O)Nc2cc(C)c3c(=O)oc4ccccc4c3n2)c1 | -4 | 3 |
| CS(=O)(=O)N1CCN(c2c(Cl)cccc2[N+](=O)[O-])CC1 | nt | -3 |
| O=C(NC(C(=O)O)c1ccccc1)c1ccccc1 (centres undefined) | nt | -14 |
| CC(=O)COc1ccc2c3c(c(=O)oc2c1)CCCC3 | -2 | 1 |

(cont.)
| SMILES | RT RNaseH block | RmlC RmlD mix |
| --- | --- | --- |
| Cn1ccnc1SCC(=O)c1cccc(Br)c1 | nt | -7 |
| Cc1ccccc1NC(=O)c1ccc(F)c(S(=O)(=O)N2CCN(c3ccccn3)CC2)c1 | 12 | 3 |
| C=CCn1c(=O)c2ccccc2n2c(Sc3nnnn3-c3ccccc3)nnc12 | -4 | -8 |
| O=C(NCCN1CCOCC1)C1CCN(c2nc3ccccc3o2)CC1 | 1 | 8 |
| COCCOC(=O)C1=C(C)NC(=O)NC1c1ccc(Cl)cc1 (centres undefined) | -16 | -68 |
| COc1ccc(C(C(=O)NC2CCCCC2)N(Cc2cccs2)C(=O)Cc2c[nH]c3ccccc23)cc1OC (centres undefined) | nt | -19 |
| Cn1c(=O)cc(SCC(=O)N2CCCC2)c2ccc(Cl)cc21 | -10 | -41 |
| O=C(O)C1CCN(S(=O)(=O)N2CCOCC2)CC1 | 43 | 4 |
| CCN1CCN(C(=S)NCCc2ccccc2)CC1 | nt | 8 |
| C[C@H](CCC(=O)O)[C@H]1CC[C@H]2[C@@H]3C(=O)C[C@@H]4CC(=O)CC[C@]4(C)[C@H]3CC(=O)[C@]12C | 5 | 14 |
| C/C=C/C=C/C(=O)N1CC2(CC(c3cccc(NC(=O)CCCCC)c3)=NO2)C[C@H]1C(N)=O (some centres undefined) | nt | 10 |
| COc1ccc2c(Cl)c(C(=O)NC3CCS(=O)(=O)C3)sc2c1 (centres undefined) | 0 | nt |
| O=S(=O)(Nc1nccs1)c1ccc(Cl)cc1 | nt | -6 |
| COc1ccc(C(C(=O)NC2CCCCC2)N(C(=O)CCCC(=O)Nc2ccccn2)c2ccc3c(c2)OCCO3)cc1 (centres undefined) | nt | -3 |
| CC1CCCC(C2(O)C(=O)Nc3ccccc32)C1=O (centres undefined) | -7 | -7 |
| COC(=O)c1ccc2[nH]c(C)cc(=O)c2c1 | -7 | 10 |
| Cc1oc(C(=O)Nc2ccc(C(=O)O)cc2)cc1COc1ccccc1 | nt | 9 |
| Cc1occc1C(=O)Nc1ccc2c(c1)OCO2 | -12 | -7 |
| Cc1cc(C)nc(Nc2ncc(O)n2-c2ccc(C)c(Cl)c2)n1 | -4 | -11 |
| COc1ccc(CCN2C(=O)C3C4CC(C5C(C(=O)NN)=NOC45)C3C2=O)cc1OC (centres undefined) | nt | 5 |

(continued)
| SMILES | RT RNaseH block | RmlC RmlD mix |
| --- | --- | --- |
| S=c1[nH]nc(-c2cccnc2)o1 | 23 | -7 |
| COCCNC(=O)C1CCC(Cn2c(=S)[nH]c3ccccc3c2=O)CC1 (centres undefined) | -18 | 6 |
| CC(=O)c1cccc(NC(=O)N2CCCC2C(=O)Nc2c(C)cccc2C)c1 (centres undefined) | 5 | 7 |
| O=C(OCC(=O)N1CCN(c2ccccc2)CC1)c1ccccn1 | -11 | -13 |
| C=CCn1c(CCCNC(=O)C(C)(C)C)nc2ccccc21 | 0 | -1 |
| O=C(c1ccccc1)N1CCN(Cc2c[nH]c3ccccc23)CC1 | -9 | -10 |
| COC(=O)c1[nH]c2ccc(Cl)cc2c1NC(=O)Oc1ccccc1 | nt | -8 |
| COc1ccc(N(CC(=O)NC2CCCC2)C(=O)Cn2nnc(-c3ccc(F)cc3)n2)cc1OC | 10 | 1 |
| COc1ccc(S(=O)(=O)Cc2ccc(C(=O)NC3CCCC3)o2)cc1 | -8 | -6 |
| CCOc1ccc(CCNC(=O)CCCN2C(=O)c3ccccc3C2=O)cc1OCC | nt | -11 |
| O=C(O)C1CSCN1S(=O)(=O)c1cccc2nsnc12 (centres undefined) | 62* | 4 |
| Cc1n[nH]c(C)c1S(=O)(=O)N1CCC(C(=O)N2CCn3c2nc2ccccc23)CC1 | nt | 6 |
| O=C(O)Cc1nc2nc3c(c(=O)n2[nH]1)CCCC3 | -14 | -6 |
| N#Cc1nc(Cc2cccc3ccccc23)oc1N1CCCCC1 | -26 | 4 |
| O=c1[nH]c(N2CCc3ccccc3C2)nc2c1CCC2 | -9 | -8 |
| O=C(c1ccc(Cl)c(S(=O)(=O)Nc2ccc(F)cc2)c1)N1CCN(c2ccccn2)CC1 | nt | 5 |
| O=C(O)/C=C1\NC(=O)c2ccccc21 | -5 | -9 |
| CC(=O)Nc1ccc(NC(=O)/C(Cl)=C/c2ccccc2)cc1 | nt | 6 |
| O=C(c1ccc(N2CCNCC2)cc1)c1cccnc1 | -7 | 22 |
| CC1CN/C(=C\C(=O)c2ccc(Cl)cc2)C(=O)N1 (centres undefined) | nt | 8 |
| CO/N=C/c1ccc(N2CCN(C(=O)c3ccc(C)cc3)CC2)c([N+](=O)[O-])c1 | nt | -12 |
| O=C(CC(c1ccccc1)c1ccccc1O)NCCN1CCOCC1 (centres undefined) | -5 | 17 |
| CC(NC(=O)C1(C)CC1(Br)Br)C(C)(C)C (centres undefined) | nt | -7 |

An excerpt; count on the stated rates, not on these rows.
